GRP78 ERSR act = ER stress response induction in glioma; U87-MG GRP78 promoter luciferase reporter, 16 h; Potency, µM, without a hit: at the highest dose activation, actives largely listed as activators; actives 0.02% (n = 420,000); AID 602332; further: potency means the concentration at half of the fitted maximal effect; series mostly up to about 76 µM; % of control where 0% means no effect; nearly all actives have a fitted effect of over 35% in size
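Stably transfected U87-MG glioma cells carrying a GRP78-based luciferase sensor; 16 h compound incubation. Luminescence end-point read 10 min after Bright-Glo addition at room temperature.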
mIDH1 inhibitor = inhibitors of human mutant IDH1 R132H; IDH1-R132H enzyme, NADPH consumption, diaphorase/resazurin fluorescence; Potency, µM (series often up to 76.6 µM), inactives show at the top dose activity change, negative = inhibition, usual class: inhibitors; actives 0.093% (n = 390,000); AID 602179; further: potency means the concentration at half of the fitted maximal effect; on the % scale 0 is the no-effect control and ±100 the full control effect; nearly all actives have a fitted effect of over 65% in size
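IDH1-R132H (0.5 ug/mL) preincubated 30 min with compound, then NADPH (0.016 mM) and alpha-KG (2 mM) added; 80 min at RT, pH 7.5. Remaining NADPH coupled via diaphorase/resazurin to fluorescence (540/590 nm); concentration-response curves normalized to no-enzyme control.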
Vif-A3F inh = inhibitors of Vif-A3F interaction | Potency, µM (series often up to 46.1 µM), for inactives: top-dose activity, negative = active | HeLa A3F-eYFP + Vif (tagged APOBEC3F with the HIV-1 protein that degrades it), YFP fluorescence increase | actives 0.2% (n = 390,000); further: potency means the concentration at half of the fitted maximal effect; % of control where 0% means no effect; nearly all actives have a fitted effect of over 65% in size
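HeLa cells stably expressing A3F-eYFP plus Vif, plated and incubated overnight at 37 deg C, then exposed to compounds overnight at 37 deg C. Blocked degradation read as raised yellow fluorescence (Ex 488/Em 500-530).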
RGS4 inh = blocks human RGS4-accelerated GTP hydrolysis; AID 504845; Transcreener GDP fluorescence polarization, RGS4-accelerated GTP hydrolysis; P49798; Potency, µM (titrated, usually from 114 µM), inactives show top-dose activity change, negative = inhibition, actives largely listed as inhibitors; actives 0.039% (n = 390,000); further: potency means the concentration at half of the fitted maximal effect; on the % scale 0 is the no-effect control and ±100 the full control effect; nearly all actives have a fitted effect of over 75% in size; some results filed as inactive show a strong effect at the top dose
Target sequence (P49798 whole entry, looked up): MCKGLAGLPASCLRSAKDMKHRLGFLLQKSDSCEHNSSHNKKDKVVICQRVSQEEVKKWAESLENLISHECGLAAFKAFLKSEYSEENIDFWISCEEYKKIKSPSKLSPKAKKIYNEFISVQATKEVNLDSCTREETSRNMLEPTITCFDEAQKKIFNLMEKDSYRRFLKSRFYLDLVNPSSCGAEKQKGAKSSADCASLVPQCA
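MLSMR compounds (23 nl, pin-transferred) preincubated 10 min at room temperature with a 500nM (2x) first reagent, then RGS4 at 900nM (2x) plus Transcreener GDP mix added; fluorescence polarization (620/688 nm) read before and after 90 min at 30 °C.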
Vif-APOBEC3G blk = Vif-A3G binding inhibition; actives 0.076% (n = 410,000); Q9HC16; AID 602310; HeLa A3G-eYFP + Vif (tagged APOBEC3G with the HIV-1 protein that degrades it), YFP fluorescence, overnight; Potency, µM (titrated, usually from 46.1 µM), without a hit: at the highest dose activity, negative = active, most hits filed as inhibitors;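 further: potency means the concentration at half of the fitted maximal effect; on the % scale 0 is the no-effect control and ±100 the full control effect; nearly all actives have a fitted effect of over 60% in size; hits raise eYFP signal because A3G escapes Vif-driven loss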
Target sequence (Q9HC16 whole entry, looked up): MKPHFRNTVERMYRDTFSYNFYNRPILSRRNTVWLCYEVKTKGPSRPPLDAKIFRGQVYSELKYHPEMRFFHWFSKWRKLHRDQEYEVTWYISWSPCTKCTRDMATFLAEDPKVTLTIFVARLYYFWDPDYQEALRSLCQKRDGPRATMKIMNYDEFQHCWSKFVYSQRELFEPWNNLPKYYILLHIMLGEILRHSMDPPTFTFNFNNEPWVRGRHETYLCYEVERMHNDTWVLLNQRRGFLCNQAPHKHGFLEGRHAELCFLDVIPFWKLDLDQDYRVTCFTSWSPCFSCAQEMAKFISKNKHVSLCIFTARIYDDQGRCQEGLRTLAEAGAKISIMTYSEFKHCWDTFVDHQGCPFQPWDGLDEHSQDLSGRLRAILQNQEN
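HeLa cells stably expressing Vif and C-terminally eYFP-tagged A3G, seeded overnight at 37 deg C, then exposed to compound by pintool overnight at 37 deg C. Rise in yellow fluorescence (Ex 488/Em 500-530, Acumen) marks blocked Vif-driven A3G degradation.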
USP1 inh = USP1/UAF1 (human) deubiquitinase inhibition. O94782. recombinant USP1/UAF1, Ub-Rhodamine cleavage fluorescence. Potency, µM (titrated, usually from 57.1 µM), inactives show at the top dose activity change, negative = inhibition, hits mostly inhibitors. actives 0.23% (n = 390,000); further: potency means the concentration at half of the fitted maximal effect; on the % scale 0 is the no-effect control and ±100 the full control effect; nearly all actives have a fitted effect of over 60% in size; inactives centre near -12
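USP1/UAF1 complex (1 nM) preincubated 15 min at room temperature with compound, then Ub-Rho substrate (150 nM final) added. Kinetic fluorescence at 480/540 nm over 6 reads at 60 s intervals; 50 mM HEPES pH 7.8, 0.5 mM EDTA, 0.1 mg/ml BSA, 1 mM TCEP, 0.01% Tween-20.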
LDHA inh = inhibitors of human lactate dehydrogenase A; P00338; purified LDHA, NADH/diaphorase-resazurin fluorescence; stronger effect = lower value; activity change, % (values are at about 110 or 230 µM); actives 0.15% (n = 480,000); AID 1347041; in the data active means activity change below about -30%; inconclusive means mostly about -25% to -30%;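 further: plate controls were DMSO wells for no effect and wells without enzyme for full effect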
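Remaining NADH was detected by diaphorase (0.133 mg/mL) converting 37 µM resazurin to fluorescent resorufin, read at 0 and 20 minutes. The preceding 5-minute room-temperature reaction used 2 nM LDHA, 0.2 mM sodium pyruvate and 0.06 mM NADH at pH 7.4.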
TrxR1 substrate = substrates of rat thioredoxin reductase 1; O89049; purified TrxR1 substrate turnover, NADPH consumption readout; actives 0.01% (n = 390,000); AID 588456; Potency, µM (top dose mostly 114 µM), for the others: top-dose activity change, negative = substrate turnover; further: potency means the concentration at half of the fitted maximal effect; on the % scale 0 is the no-effect control and ±100 the full control effect; nearly all actives have a fitted effect of over 50% in size
Target sequence (O89049 whole entry, looked up): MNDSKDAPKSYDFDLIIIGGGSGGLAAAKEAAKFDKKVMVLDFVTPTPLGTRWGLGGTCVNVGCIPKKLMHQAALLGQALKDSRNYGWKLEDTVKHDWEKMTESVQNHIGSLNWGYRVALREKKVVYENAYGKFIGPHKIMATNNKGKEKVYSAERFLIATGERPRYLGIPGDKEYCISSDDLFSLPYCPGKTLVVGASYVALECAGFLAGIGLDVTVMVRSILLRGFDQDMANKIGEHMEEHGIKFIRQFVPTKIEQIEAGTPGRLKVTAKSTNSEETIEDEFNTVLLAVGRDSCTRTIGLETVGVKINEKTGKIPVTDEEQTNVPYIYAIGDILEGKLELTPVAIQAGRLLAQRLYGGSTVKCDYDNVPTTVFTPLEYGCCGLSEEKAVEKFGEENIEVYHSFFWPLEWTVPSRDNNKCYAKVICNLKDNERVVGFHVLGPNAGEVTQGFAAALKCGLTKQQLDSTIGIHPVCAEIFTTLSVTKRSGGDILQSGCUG
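Rat TrxR1, dispensed at 90 nM, was prereduced with 400 uM NADPH (final) for 5 min at ~22 deg C, then incubated with compound 15 min before 400 uM selenite. A first-read NADPH fluorescence drop versus no-compound background flagged substrates.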
TrxR1 inh = rat TrxR1 inhibition; Potency, µM (titrated, usually from 114 µM), without a hit: at the highest dose activity change, negative = inhibition, hits mostly inhibitors; O89049; actives 1% (n = 390,000); AID 588453; recombinant rTrxR1, NADPH fluorescence consumption, selenite substrate; further: potency means the concentration at half of the fitted maximal effect; on the % scale 0 is the no-effect control and ±100 the full control effect; nearly all actives have a fitted effect of over 65% in size
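Rat TrxR1 (90 nM in the dispensed reagent) was pre-reduced with 400 uM NADPH for 5 min at room temperature, then incubated with compound for 15 min. After 400 uM selenite was added, NADPH fluorescence (Ex 340/Em 450 nm) was followed for 8 min.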
Active calls of the source: *; u = inconclusive; x = not tested or not shown; & = joins results of further samples; [ ] = remark or other dose. Unless noted, the call rests on the fitted dose curve; in most records, active means well fitted curve in the direction sought with a large enough effect; inconclusive means small, poorly fitted or top-dose-only effect, or another doubt; inactive means no such curve, though single readings can be large; an effect the other way counts as inactive or inconclusive. This is a subset; count on the stated rates, not on these rows.

SMILES	GRP78 ERSR act	mIDH1 inhibitor	Vif-A3F inh	RGS4 inh	Vif-APOBEC3G blk	USP1 inh	LDHA inh	TrxR1 substrate	TrxR1 inh
O=C(COc1cccc(NC(=O)c2cccc([N+](=O)[O-])c2)c1)c1ccc(F)cc1	-7%	2%	-5%	-18%	1%	-16%	0	14%[57.1 µM]	25%[57.1 µM]
N/C(=N\OC(=O)c1ccc(Cl)cc1)c1[nH]ncc1Br	-8%	2%	10%	12%	-11%	-1%	-9	-4%	24%
Cc1ccc(Cl)cc1NC(=O)Cn1cc(S(=O)(=O)Cc2ccccc2Cl)c2ccccc21	-5%	-9%	-18%	-8%	u	-3%	-14	-4%	13%
Cc1ccc(CNS(=O)(=O)c2ccc([N+](=O)[O-])cc2)cc1	-4%	1%	2%	15%	2%	-2%	0	-6%	-17%
Cc1ccc(/C=N/NC(=O)Cc2ccc(Cl)cc2)s1	0%	-2%	-3%	18%	6%	-5%	-2	4%	27%
O=C(O)C1CC=CCC1C(=O)Nc1cccnc1 (stereo not given)	-2%	1%	-5%	1%	3%	3%	-5	5%[57.1 µM]	u
CN(CCCn1ccc(NC(=O)OCc2ccccc2)nc1=O)Cc1ccco1	-2%	-2%	-9%	x	0%	-2%	-7	x	x
Cc1ccc(S(=O)(=O)N(C)CC(=O)OCC(=O)NCCc2ccc(S(N)(=O)=O)cc2)cc1	-3%	4%	-15%	-40%	-1%	-17%	4	-4%[11.4 µM]	3%[11.4 µM]
COc1ccc(-c2cc(C(F)(F)F)n3nc(C(=O)Nc4cc(C)on4)cc3n2)cc1OC	-5%	5%	1%	-7%	1%	-10%	2	-6%[57.1 µM]	1%[57.1 µM]
Cn1c(C(=O)NCc2cccnc2)cc2sccc21	-3%	12%	-1%	-6%	-2%	-6%	-6	6%[57.1 µM]	20%[57.1 µM]
COc1cccc(CNC(=O)CCC2CCCN(C(=O)c3csc(C(C)C)n3)C2)c1 (stereo not given)	0%	5%	0%	24%	5%	-11%	-1	-13%	-13%
CCOC(=O)C1CCCN(C(=O)c2cn(-c3ccccc3)nc2-c2cccnc2)C1 (stereo not given)	0%	5%	9%	-25%	-1%	-12%	5	-4%	-14%
Cc1ccc(CS(=O)(=O)c2nsc(C)c2C#N)cc1	-3%	0%	1%	-2%	1%	-17%	-7	1%	25%
COc1ccc(Cl)cc1C(=O)NNC(=O)CNC(=O)c1ccc(C)s1	-5%	-4%	3%	9%	-1%	-8%	-8	7%[57.1 µM]	-1%[2.29 µM]
Cc1sc(C2C(C#N)=C(N)N(c3ccc(Cl)cc3)C3=C2C(=O)CCC3)cc1CN1CCOCC1 (stereo not given)	-2%	-12%	4%	-8%	-1%	u	19	-3%[57.1 µM]	0%[57.1 µM]
COC(=O)c1cc(CNC(=O)CCCSc2ccccc2)ccc1OC	1%	-7%	25%	-4%	0%	-8%	-8	-4%	6%
CCc1n[nH]c(=S)n1/N=C/c1c(C)nn(-c2ccccc2)c1Cl	-4%	3%	2%	-39%	-10%	-13%	-5	8%[57.1 µM]	1%[57.1 µM]
O=C(NNC(=O)c1ccc([N+](=O)[O-])cc1)c1ccncc1	-4%	-1%	-7%	32%	1%	-15%	-8	-7%	-11%
Cc1nc(S(=O)(=O)Cc2ccccc2)nc2c1CCC2	-1%	5%	-3%	-4%	2%	-13%	-5	-3%	-9%
COc1cc2cc(CCOC(=O)c3ccc(F)cc3)oc(=O)c2cc1OC	-6%	-2%	-2%	-3%	1%	u	-3	4%	13%
NC(=O)N=Nc1c(O)[nH]c2ccc([N+](=O)[O-])cc12	-2%	0%	2%	-1%	4%	-23%	-13	-4%	-1%
Cc1c(NC(=O)C2CC(c3cccc(Br)c3)=NO2)c(=O)n(-c2ccccc2)n1C (stereo not given)	0%	20%	4%	-19%	-3%	-7%	-2	6%	0%[57.1 µM]
CC(C)c1ccc(NC(=O)C2(C)Cc3ccccc3C(=O)O2)cc1 (stereo not given)	-1%	-6%	2%	-7%	-1%	-20%	-2	-1%	10%
CSCCC(NS(=O)(=O)c1ccc(Cl)cc1)C(=O)O (stereo not given)	-2%	0%	18%	3%	5%	-21%	-5	-6%	-1%

3 compounds from above, sorted by the number in Vif-A3F inh, highest first.
| canonical_smiles | Vif-A3F inh |
| --- | --- |
| Cc1c(NC(=O)C2CC(c3cccc(Br)c3)=NO2)c(=O)n(-c2ccccc2)n1C (stereo not given) | 4% |
| Cc1nc(S(=O)(=O)Cc2ccccc2)nc2c1CCC2 | -3% |
| O=C(NNC(=O)c1ccc([N+](=O)[O-])cc1)c1ccncc1 | -7% |

Additional entries:
SMILES	GRP78 ERSR act	mIDH1 inhibitor	Vif-A3F inh	RGS4 inh	Vif-APOBEC3G blk	USP1 inh	LDHA inh	TrxR1 substrate	TrxR1 inh
Cc1cccc(NC(=S)NC(=O)c2ccco2)n1	1%	2%	-16%	-18%	2%	-13%	0	-5%	-7%
COc1cc(C)c(C(=O)Oc2cc(C)c(C(=O)O)c(O)c2C)c(O)c1C	14%	-12%	7%	-19%	0%	u	3	4%	-2%
CC(NS(=O)(=O)c1ccc(N)cc1)C1CC2CCC1C2 (stereo not given)	-5%	3%	7%	7%	-1%	-3%	-3	1%	7%
Cc1nc2ccccc2c2nc(NC(=O)C(F)(F)F)nn12	-5%	10%	8%	7%	1%	-7%	-1	7%[57.1 µM]	8%[57.1 µM]
COc1cc(OC)c(NC(=O)c2c3c(nn2C)-c2ccccc2SC3)cc1Cl	-2%	6%	3%	21%	3%	-26%	-1	-4%	11%
O=C1N[C@H](Cc2ccccc2)COC(=O)[C@@H](Cc2ccc(F)cc2)C/C=C\C[C@H]1CC(=O)N(CCO)Cc1ccccc1	-2%	2%	1%	-4%	-11%	-20%	-3	-3%[57.1 µM]	14%[57.1 µM]
COc1cc(/C=N/NC(=O)c2cccnc2)ccc1OC(=O)c1ccco1	-4%	-1%	-1%	10%	1%	-1%	-1	2%	6%
CCCCCC(=O)N1C[C@@H](O)[C@H](n2cc(COC(=O)c3ccccc3)nn2)C[C@@H]1c1ccc(C)cc1	-2%	-11%	-4%	x	-1%	-11%	-9	x	x
CCOc1ccc(-c2cc3c(=O)n(CC(=O)NCc4ccc(C)cc4)ccn3n2)cc1	x	x	x	-9%	x	-16%	-5	-1%[57.1 µM]	17%[57.1 µM]
COC(=O)c1sc(NC(=O)Cc2cccs2)nc1C	4%	3%	-2%	36%	-1%	-6%	-5	3%	8%
COc1ccc(/C=N/NC(=O)CC(=O)NCc2cccnc2)c(OC)c1	-4%	0%	4%	18%	2%	-16%	-7	2%[57.1 µM]	-3%[57.1 µM]
Cc1nn(-c2ccccn2)c2nc(-c3cccs3)cc(C(=O)N3CCOCC3)c12	-4%	10%	-4%	-42%[56.9 µM]	-7%	-15%	-5	269%[activator]	-16%
COc1cccc(/C=N/NC(=O)c2ccccc2N(Cc2ccccc2)S(=O)(=O)c2ccccc2)c1OC	-3%	2%	0%	-4%	4%	-6%	-7	-2%	-1%
CC(C)(C)OC(=O)N1CCC(c2c(C(=O)N3CCN(C(=O)c4ccco4)CC3)cnn2-c2cccc(Cl)c2)CC1	2%&0%	-8%&-20%	2%&-10%	8%[56.9 µM]	3%&1%	-14%&-4%	-3&1	4%&-5%	u
O=c1[nH]c2cc3c(cc2cc1CN(Cc1cccs1)Cc1nnnn1Cc1ccco1)OCCO3	4%	-12%	u	u	u	u	4	27%	16µM*
CN(C)/C=C1\C(=O)N(c2ccc([N+](=O)[O-])cc2)N=C1c1ccccc1	8%	3%	10%	10%[11.4 µM]	-1%	0%	-3	-7%	-13%[57.1 µM]
CC1CCc2c(sc3nc(CN4CCN(S(=O)(=O)c5ccccc5[N+](=O)[O-])CC4)[nH]c(=O)c23)C1 (stereo not given)	-1%	11%	1%	11%	0%	-21%	-5	-1%	2%
CCCOC(=O)c1ccc(OC(=O)c2ccco2)cc1	2%	3%	-8%	16%	1%	-1%	-1	0%	7%
CCN(CC)S(=O)(=O)c1ccc(C(=O)NCCCN=C2NS(=O)(=O)c3ccccc32)cc1	-1%	16%	-9%	3%	-1%	-5%	-8	-13%	-7%
CCc1ccc(C(=O)c2cn(CC(=O)Nc3ccc(OC)c(Cl)c3)c3nc(C)ccc3c2=O)cc1	-1%	-9%	4%	-5%	3%	-22%	5	3%[57.1 µM]	6%[57.1 µM]
CC(C)(C)c1ccc(C(=O)NNc2cc(Cl)cc(Cl)c2)cc1	0%	11%	4%	-13%	0%	-8%	0	0%	11%
O=C(NCc1ccc(F)cc1)C1CCCN1C(=O)Nc1cccc(F)c1 (stereo not given)	-4%	-1%	-2%	15%	5%	-10%	-12	-3%	22%
Cc1cc(C)n(CCCNC(=O)Cn2nnnc2CN2C[C@@H](C)O[C@@H](C)C2)n1	-10%	-7%	-1%	-1%	1%	-7%	0	-2%	12%
O=C(CCC(=O)Nc1nnc(C2CCCCC2)s1)NCc1ccccc1	-6%	7%	-9%	21%	1%	-3%	-8	1%	30%
Cc1ccc(S(=O)(=O)Nc2cccc3ccccc23)cc1	-1%	x	x	-14%	u	x	-2	10%[0.457 µM]	16%
COc1cc(NC2=Nc3cccc4cccc2c34)cc(OC)c1OC	-3%	7%	-21%	8%	u	-10%	0	0%	10%
